Bioassay records as filed in PubChem BioAssay.
ERK EGF inh – inhibitors of EGF-stimulated ERK signaling pathway | HEK293-V1b, EGF-stimulated phospho-ERK AlphaScreen | Potency, µM (series often up to 11.5 µM), inactives show at the top dose activity change, negative = inhibition, actives largely listed as inhibitors | actives 0.41% (n = 130,000); active means well fitted inhibition curve with a large enough effect; inconclusive means small, poorly fitted or top-dose-only effect, or effect the other way;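 further: plate controls were stimulated vehicle wells for no effect and unstimulated vehicle basal for full effect; nearly all actives have a fitted effect of over 55% in size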
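V1b-HEK293, 1% FBS o/n; cpd 30 min 37C; EGF 25 nM final, 5 min; lyse 10 min; AlphaScreen beads 5 h RT. Normalized DMSO basal vs EGF max; Hill AC50.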
* hit, by the source's call; ? = inconclusive; & = joins results of further samples; [ ] = remark or other dose. Potency means the concentration at half of the fitted maximal effect. A portion of the library; count on the stated rates, not on these rows.

no.	smiles	ERK EGF inh
1	CC(NC(=O)Cn1nnc(-c2ccncc2)n1)c1ccccc1 (centres undefined)	2.3%
2	COCCNc1nc(C)nc2c1nc(-c1ccccc1)n2CCN1CCCC1	-2.8%
3	COc1ccc(/C(N)=N/OC(=O)c2ccco2)cc1OC	-0.3%
4	CCCCNC(=O)C1CCC(CNc2nc(=S)[nH]c3ccccc23)CC1 (centres undefined)	-4.5%
5	O=C(O)c1ccc(/C=N/NC(=O)c2cc(-c3cccs3)nc3ccccc23)cc1	-0.1%
6	Cc1ccc(N=C(N)N=C(N)N)cc1	-3.6%[57.5 µM]
7	CCN(CC)C(=O)c1c(-c2ccccc2)oc2ccc(OC)cc12	0.8%
8	C=C(C)CNC(=S)Nc1cccc(N)n1	-5.5%
9	CCCn1c(SCC(=O)Nc2ccc(S(=O)(=O)N(C)C)cc2)n[nH]c1=O	8.3%
10	N#Cc1ccc(C23CC4(C2)[C@H](CN(Cc2ccc(C(F)(F)F)cc2)[C@@H]4c2ccccc2)C3c2ccc(C(F)(F)F)cc2)cc1 (some centres undefined)	-2.3%
11	O=C(c1cc(COc2ccc(F)cc2Cl)on1)N1CCc2ccccc2C1	8.0%
12	CCOc1ccccc1-n1nnnc1SCC(=O)NCc1ccco1	-1.5%
13	CS(=O)(=O)N(CC(=O)NC1CC2CCC1C2)c1ccc(Oc2ccccc2)cc1 (centres undefined)	2.9%
14	CC(C)CSC1=NSC2=NC(=O)/C(=C\c3ccccc3)C(=N)N12	-0.5%
15	CCCn1c(C)cc(C(=O)Cn2nnc3ccccc3c2=O)c1C	-2.4%
16	CCCCC(CC)CNC(=O)CC1Nc2c3ccccc3nc(=S)n2C1=O (centres undefined)	-1.3%[57.5 µM]
17	O=C(Nc1cc(Cl)cc(Cl)c1)N1CCCC1	-6.0%[57.5 µM]
18	Cc1cccc(C(=O)Oc2ccc(/C=N/NC(=O)c3ccncc3)cc2)c1	2.8%[57.5 µM]
19	COc1ccc2c(c1)C(=O)[C@H](OC(=O)N[C@H]1CCCc3ccccc31)[C@@H](c1ccc(OC)c(Br)c1)O2	-6.5%
20	CCN(CC)CCNC(=O)c1ccc(NS(=O)(=O)c2ccc3c(c2)OCCO3)cc1	-2.2%

Following part
no.	smiles	ERK EGF inh
21	CS(=O)(=O)c1ccc(SCC(=O)NC2CCS(=O)(=O)C2)c([N+](=O)[O-])c1 (centres undefined)	-8.4%
22	Cc1ccc(OCC(=O)N2CCN(S(=O)(=O)c3ccccc3)CC2)c([N+](=O)[O-])n1	4.1%
23	COc1cccc(SCC2(O)CCN(C(=O)c3ccc(Cl)cc3)CC2)c1	?
24	Cc1cc(NCC(c2ccccc2)c2ccccc2)n2ncnc2n1	-4.0%
25	COC(=O)c1cc(-c2ccc(OC)cc2)on1	0.5%
26	COc1ccc(CCNC(=O)/C=C\c2ccccc2)cc1OC	-4.4%
27	CC(=O)N1C(=O)/C(=C2\SC(=S)N(c3c(C)n(C)n(-c4ccccc4)c3=O)C2=O)c2ccccc21	0.3%
28	S=C(Nc1ccccc1)N1CCn2cccc2C1c1cccnc1 (centres undefined)	5.4%
29	C/C(=C\C1CCCCC1)C(NC(=O)c1ccc(C(F)(F)F)cc1)c1ccc(-c2ccccc2)cc1 (centres undefined)	5.7%
30	CC(=O)Nc1ccc(S(=O)(=O)Nc2cccc(-c3cn4c(n3)SCC4)c2)cc1	-2.0%
31	CCOc1nc(NCCN2CCOCC2)nc(Nc2ccc([N+](=O)[O-])cc2)n1	-7.1%
32	Cc1ccc(NC(=S)N(CCN(C)C)Cc2cc3cccc(C)c3[nH]c2=O)cc1	3.2%
33	Cc1ccc(-c2c[nH]c(=S)n2-c2ccccc2)cc1	-1.2%
34	CC12CN(C(=O)c3ccc([N+](=O)[O-])cc3)CC(C)(CN(C(=O)c3ccc([N+](=O)[O-])cc3)C1)C2=O	3.0%[57.5 µM]
35	O=C1C2C(C(=O)N1CCN1CCN(Cc3ccc([N+](=O)[O-])cc3)CC1)[C@H]1C=C[C@@H]2C1 (some centres undefined)	-6.2%[57.5 µM]
36	CNC(=O)CCSc1ccc(C)cc1	6.5%
37	O=c1c(-c2cc(F)cc(F)c2)nc2cnc(N3CCOCC3)nc2n1C1CC1	-55.2%
38	CCN1CCCC1CNC(=O)c1ccc(Sc2ccccc2Cl)c([N+](=O)[O-])c1 (centres undefined)	-4.1%
39	Cc1noc(C)c1-c1nccc(-n2ccnc2)n1	17.0%
40	Cc1ccc(NC(=O)CCC(=O)N/N=C/c2cc([N+](=O)[O-])ccc2O)cc1	3.0%

(further entries)
no.	smiles	ERK EGF inh
41	CC/C(C)=N/Nc1ccc(S(=O)(=O)N2CCCC2)cc1[N+](=O)[O-]	?
42	Cc1c2cc(O)c(=O)cc-2oc2cc(O)c(O)cc12	1.0%[57.5 µM]
43	COc1ccc(NC2=CC(c3ccccc3)N(c3ccc(OC)cc3)C2=O)cc1 (centres undefined)	-8.4%
44	Cc1cc(NC(=O)CSc2nncn2-c2ccccc2)no1	-7.7%
45	COC(=O)c1ccc(CSc2nncn2N)cc1	-0.6%
46	COc1ccc2c(CC(=O)NCc3cccs3)coc2c1	-9.4%
47	c1ccc(-c2noc(CN3CCN(c4cnccn4)CC3)n2)cc1	-7.1%[57.5 µM]
48	Cc1ccc(O)c(C2=Nc3ccccc3N=C(c3ccc([N+](=O)[O-])cc3)C2)c1	-1.6%
49	NC(=O)CSc1nc2ccccc2n1Cc1ccccc1	-0.2%
50	Brc1ccc2[nH]ncc2c1	-2.7%
51	Cc1cccc(-c2nsc(SCC(=O)c3ccc(Cl)cc3)n2)c1	4.0%
52	O=C(CNC(=O)c1ccc(Br)cc1)N/N=C/c1ccc[nH]1	-4.1%
53	COc1ccc(C(=O)NCCc2cn3ccccc3n2)cc1	2.7%[57.5 µM]
54	CC(Oc1ccccc1)C(=O)N=Nc1c(O)[nH]c2ccc([N+](=O)[O-])cc12 (centres undefined)	1.7%
55	CCN1CCN(Cc2ccc(NC(=O)c3cc(NC(=O)c4nccnc4N)cc(OC)c3)cc2C(F)(F)F)CC1	-10.2%[57.5 µM]
56	C=CCN(c1ccccc1)S(=O)(=O)c1ccc(Cl)c(C(=O)OCC(=O)NCCCN2CCCC2=O)c1	-1.0%
57	O=C(/C=C/c1cccc(Br)c1)NCc1ccncc1	-1.4%
58	Cc1cnc(C)c(N(C)NC(=S)Nc2ccccc2)n1	8.3%
59	COc1ccc2c(c1)O[C@H](c1ccc3c(c1)OCO3)[C@@H](OC(=O)Nc1cc(OC)c(OC)c(OC)c1)C2=O	0.9%&5.7%
60	Cc1ccc(C(=O)N/C(=C/c2ccco2)C(=O)NCCc2c[nH]c3ccccc23)cc1	1.4%

(next part)
no.	smiles	ERK EGF inh
61	COc1ccc(CCNC(=O)C2(C)CCC(=O)N2CCC(C)C)cc1OC (centres undefined)	-7.5%
62	CSc1nnc(CSc2cc(C)nc(N(C)C)n2)o1	4.8%
63	NS(=O)(=O)c1ccc(NC(=O)COc2ncnc3sccc23)cc1	8.0%[57.5 µM]
64	CC(C(=O)Nc1ccccc1-c1ccccc1)N1CCOCC1 (centres undefined)	0.0%
65	CCCC(=O)Nc1cccc(NC(=S)NC(=O)C(C)Oc2ccc(Cl)cc2Cl)c1 (centres undefined)	3.8%
66	Cc1cccc(NC(=S)NCCN(C2CCCCC2)C2CCCC2)c1	-5.5%
67	COc1ccc(CCNC(=O)CSc2n[nH]c(C)c2[N+](=O)[O-])cc1OC	-0.4%
68	CCOc1ccc(C(=O)N2CCN(c3cccc(Cl)c3)CC2)cc1	-10.5%
69	COc1cc(/C=N/NC(=S)N/N=C/c2cc(OC)c(OC)c(OC)c2)cc(OC)c1OC	14.6%
70	Cc1ccc(S(=O)(=O)N(C)C)cc1NC(=S)Nc1ccc2[nH]c(=O)[nH]c2c1	-0.7%
71	COc1ccc(-c2ccc(SCC(=O)Nc3nccs3)nn2)cc1OC	6.9%
72	Cc1onc(-c2ccccc2)c1C(=O)N[C@@H]1C(=O)N2[C@@H]1SC(C)(C)[C@@H]2C(=O)O	5.6%
73	CC1CCN(S(=O)(=O)c2ccc3ncn(CC(=O)N(C)C4CCCCC4)c(=O)c3c2)CC1	3.7%[57.5 µM]
74	CCCCOc1ccc(C(=O)N/C(=C/C=C/c2ccccc2)C(=O)N2CCOCC2)cc1	-6.2%
75	CCCCCCCCCC(=O)NNC(=O)c1c(O)c2ccccc2n(CCC)c1=O	-1.7%
76	CCOc1ccc2nc(N3CCC(C(=O)N4CCN(c5ncccn5)CC4)CC3)sc2c1	-7.4%[57.5 µM]
77	CCC(C)(C(=O)NC1CCCC1)N(C(=O)Cc1cccs1)c1c(C)n(C)n(-c2ccccc2)c1=O (centres undefined)	-2.9%
78	COc1ccccc1C(=O)NCC(=O)Nc1cccnc1	-0.7%
79	Cc1cc(Nc2ncc(Cl)cc2Cl)n(-c2ccccc2)n1	8.9%
80	COc1ccc(/C=C(\C#N)c2cc(OC)c(OC)cc2[N+](=O)[O-])cc1	-4.1%[57.5 µM]

(listing goes on)
no.	smiles	ERK EGF inh
81	C#CCOCCOCCOCCNc1nc(N2CCN(C(=O)[C@H](CCCCN)n3cc([C@@H](N)CC(C)C)nn3)CC2)nc(N2CCN(C(=O)[C@H](Cc3cc4ccccc4[nH]3)n3cc([C@@H](N)Cc4ccc(O)cc4)nn3)CC2)n1	-12.0%[57.5 µM]
82	Cn1c(SCc2nnc(-c3ccccc3)o2)nc2ccccc21	-9.6%
83	CN(C)/C=N/C(=S)Nc1ccccc1Cl	?
84	O=C(CSc1nnnn1-c1ccccc1)c1ccc(O)cc1O	10.2%[57.5 µM]
85	COc1cc(C=O)ccc1OCC(=O)N1CCCC1	-7.3%
86	Cc1ccccc1C(=O)Nc1ccc(N2CCN(C)CC2)nc1	-7.0%
87	CC(=O)Nc1ccccc1OCc1nnc(-c2ccc(Cl)cc2)o1	-5.5%
88	CCCCN(CCCC)C(=O)C1CC=CCC1C(=O)O (centres undefined)	-5.3%
89	O=C(CNc1ccc2ccccc2c1)N/N=C/c1ccc(C(=O)O)cc1	-5.9%
90	CCOc1ccc(NC(=O)CSc2n[nH]c(N)n2)c([N+](=O)[O-])c1	4.6%
91	Cc1ccsc1/C=N/n1c(-c2ccncc2)n[nH]c1=S	-7.8%
92	CN1[C@@H]2CC[C@H]1CC(OC(=O)C(CO)c1ccccc1)C2 (some centres undefined)	-4.0%
93	O=C(COc1ccccc1)Nc1ccccc1Oc1ccccc1	3.9%
94	COc1ccc(-n2c(O)c(C=NCc3ccccn3)c3ccccc3c2=O)c(OC)c1	2.2%[57.5 µM]
95	COc1cc([C@@H]2c3cc4c(cc3[C@H](O)C3COC(=O)[C@@H]32)OCO4)cc(OC)c1OC (some centres undefined)	0.8%
96	CN(CCOc1ccccc1)CC(=O)Nc1ccc(Cl)cc1[N+](=O)[O-]	?
97	COC(=O)CC1C(C)(C)C(O)C2CC3=C4C=C(OC)OC(c5ccoc5)[C@]4(C)CCC3[C@@]1(C)C2=O (some centres undefined)	9.3%
98	O=C(O)COc1ccccc1/C=N/NC(=O)CSc1nc2ccccc2s1	39.0%[57.5 µM]
99	COc1cccc(/C=C/C(=O)OCC(=O)Nc2cc(C(F)(F)F)ccc2Cl)c1	2.2%
100	CCOC(=O)c1ccc(Oc2nc(OC)nc(N(C)C)n2)cc1	-0.4%

Looked up by structure from the entries so far, six records:
no.	smiles	ERK EGF inh
74	CCCCOc1ccc(C(=O)N/C(=C/C=C/c2ccccc2)C(=O)N2CCOCC2)cc1	-6.2%
87	CC(=O)Nc1ccccc1OCc1nnc(-c2ccc(Cl)cc2)o1	-5.5%
56	C=CCN(c1ccccc1)S(=O)(=O)c1ccc(Cl)c(C(=O)OCC(=O)NCCCN2CCCC2=O)c1	-1.0%
97	COC(=O)CC1C(C)(C)C(O)C2CC3=C4C=C(OC)OC(c5ccoc5)[C@]4(C)CCC3[C@@]1(C)C2=O (some centres undefined)	9.3%
26	COc1ccc(CCNC(=O)/C=C\c2ccccc2)cc1OC	-4.4%
86	Cc1ccccc1C(=O)Nc1ccc(N2CCN(C)CC2)nc1	-7.0%

Additional records follow.
no.	smiles	ERK EGF inh
101	Brc1ccc(-c2csc3[n+]2CCCCC3)cc1	1.2%
102	O=C1CCC(CCC(=O)N2CCCC(C(=O)c3ccc(Cl)cc3)C2)=NN1 (centres undefined)	1.1%
103	COc1ccc(-c2nc(-c3ccccc3)oc2Nc2ccccc2C)cc1	-8.7%&-8.5%
104	CCCCC(=O)NCCc1c(Cc2ccccc2)[nH]c2ccccc12	11.9%
105	Cn1c(CNC(=O)c2ccccc2)nnc1SCC(=O)Nc1nccs1	3.1%
106	CCOc1cccc(/C=N/NC(=O)c2cc(-c3cccn3C)n[nH]2)c1O	-4.0%
107	COc1ccc(OC)c(-c2nc3ccccc3nc2-c2ccccc2)c1	0.7%[57.5 µM]
108	NNC(=O)c1cc(-c2ccccc2)sc1N	-12.7%[57.5 µM]
109	CN(CCc1ccccn1)C(=O)CCC1CCCN(C(=O)CCOc2ccccc2)C1 (centres undefined)	3.4%[57.5 µM]
110	CC(C)CN(CC(C)C)S(=O)(=O)N1CCC(C(=O)NCc2cccnc2)CC1	-6.9%
111	CN(c1ccccc1)S(=O)(=O)c1cccc(NC(=O)CSc2nncs2)c1	-1.7%
112	O=C(c1ccc2c3c(cccc13)CC2)C1CCCN(Cc2cccnc2)C1 (centres undefined)	3.6%
113	CC(C)c1nc(SCC(=O)Nc2ccc3c(c2)OCCO3)n[nH]1	-3.0%
114	CCOC(=O)C1=C(O)/C(=C/c2cn(CC(=O)N3CCCC3)c3ccccc23)SC1=Nc1ccccc1	1.2%
115	COc1cc(/C=C/C(=O)O)cc(S(=O)(=O)Nc2ccc(F)cc2)c1OC	0.4%
116	O=C1NCCC/C1=N\Nc1ccc(Br)cc1	6.7%[57.5 µM]
117	CCN(CC)S(=O)(=O)c1ccc(/C=C/C(=O)OCC(=O)Nc2ccc(S(N)(=O)=O)cc2)cc1	11.5%
